# Source: PubChem
# GLS inhibitor: glutaminase GLS (human) inhibition. O94925. Potency, µM (doses to about 45.5 µM), without a hit: at the top dose activity change, negative = inhibition, hits mostly inhibitors. GLS enzymatic activity, qHTS titration. 0.21% of 410,000 active; note: potency is the fitted concentration of half-maximal effect; % is set by controls: 0 for no effect and ±100 for the full control effect
# Target sequence (O94925 whole entry, looked up): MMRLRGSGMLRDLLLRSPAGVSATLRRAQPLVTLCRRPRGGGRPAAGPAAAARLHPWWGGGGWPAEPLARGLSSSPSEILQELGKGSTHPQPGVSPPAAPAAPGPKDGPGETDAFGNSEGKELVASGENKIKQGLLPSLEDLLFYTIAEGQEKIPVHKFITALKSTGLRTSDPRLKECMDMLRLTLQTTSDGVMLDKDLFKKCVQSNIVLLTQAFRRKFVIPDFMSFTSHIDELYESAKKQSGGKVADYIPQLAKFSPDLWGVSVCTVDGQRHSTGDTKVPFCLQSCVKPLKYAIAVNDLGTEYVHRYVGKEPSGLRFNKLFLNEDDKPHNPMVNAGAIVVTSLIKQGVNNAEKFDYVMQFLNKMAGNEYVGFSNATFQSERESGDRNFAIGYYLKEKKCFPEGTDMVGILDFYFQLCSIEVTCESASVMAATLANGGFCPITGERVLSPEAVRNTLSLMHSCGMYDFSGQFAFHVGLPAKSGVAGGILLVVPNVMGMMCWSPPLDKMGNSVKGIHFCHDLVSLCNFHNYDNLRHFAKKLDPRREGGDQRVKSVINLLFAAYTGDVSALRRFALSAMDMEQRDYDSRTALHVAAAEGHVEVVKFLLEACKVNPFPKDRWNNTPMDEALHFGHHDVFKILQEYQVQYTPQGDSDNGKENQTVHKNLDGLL
#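 Read-out is an Amplex red fluorescence increase coupled through glutamate oxidase and HRP, measured before and after 30 min room-temperature incubation. hKGA is in 45 mM KH2PO4 (pH 8.2) with 0.02% Tween-20; glutamine added as 1mM solution.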
# PI4K2A block: inhibitors of human PI4K2A; AID 1346378; activity change, negative = inhibition, % at 76.9 µM; 0.13% of 420,000 active; Q9BTU6; purified PI4K2A, ADP-Glo luminescence, 1 h; stronger effect = lower value; in the data active = activity change below about -50%; inconclusive = mostly about -30% to -49%;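 note: -100% = wells without enzyme as full effect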
#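 PI4K2A activity was measured by ADP-Glo luminescence: enzyme (4 ug/mL stock) and phosphatidylinositol (1.2 mM stock) in Tris pH 7.5/MgCl2/EGTA/Triton X-100 buffer were reacted with ATP (300 microM stock) for one hour at ambient temperature.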
# Tb PGK inh: inhibitors of T. brucei phosphoglycerate kinase. P07378. PGK/GAPDH coupled, Kinase-Glo luminescence, 60 min. Potency, µM (series often up to 57.5 µM), inactives show at the top dose activity change, negative = inhibition, usual class: inhibitors. 0.043% of 380,000 active. AID 602233; note: potency is the fitted concentration of half-maximal effect; % is set by controls: 0 for no effect and ±100 for the full control effect; nearly all actives have a fitted effect of over 60% in size
#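 Recombinant glycosomal PGK reaction used 1,3-bisphosphoglycerate generated in-well by GAPDH (100nM final) in 100mM TEA pH 7.6, 5mM MgCl2, 0.01% Tween-20. After 60 minutes at room temperature, ATP was read by Kinase-Glo Plus luminescence end-point.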
# rTrxR1 inhibitor: blocks rat thioredoxin reductase 1; O89049; recombinant rTrxR1, NADPH fluorescence consumption, selenite substrate; Potency, µM (series often up to 114 µM), inactives show top-dose activity change, negative = inhibition, usual class: inhibitors; 1% of 390,000 active; note: potency is the fitted concentration of half-maximal effect; % is set by controls: 0 for no effect and ±100 for the full control effect; nearly all actives have a fitted effect of over 65% in size
#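 Rat TrxR1 (90 nM in the dispensed reagent) was pre-reduced with 400 uM NADPH for 5 min at room temperature, then incubated with compound for 15 min. After 400 uM selenite was added, NADPH fluorescence (Ex 340/Em 450 nm) was followed for 8 min.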
# mIDH1 inhibitor: inhibitors of human mutant IDH1 R132H; O75874; IDH1-R132H enzyme, NADPH consumption, diaphorase/resazurin fluorescence; Potency, µM (highest dose often 76.6 µM), for inactives: at the highest dose activity change, negative = inhibition, usual class: inhibitors; 0.093% of 390,000 active; AID 602179; note: potency is the fitted concentration of half-maximal effect; % is set by controls: 0 for no effect and ±100 for the full control effect; nearly all actives have a fitted effect of over 65% in size
#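 IDH1-R132H (0.5 ug/mL dispensed) in pH 7.5 Tris buffer was preincubated 30 min with compound, then given a substrate mix of 0.016 mM NADPH and 2 mM alpha-KG for 80 min at room temperature; remaining NADPH was read by diaphorase/resazurin fluorescence.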
# USP1 inh: blocks the human USP1/UAF1 deubiquitinase complex. Potency, µM (doses to about 57.1 µM), for inactives: at the highest dose activity change, negative = inhibition, usual class: inhibitors. AID 743255. 0.23% of 390,000 active. recombinant USP1/UAF1, Ub-Rhodamine cleavage fluorescence; note: potency is the fitted concentration of half-maximal effect; % is set by controls: 0 for no effect and ±100 for the full control effect; nearly all actives have a fitted effect of over 60% in size; inactives centre near -12
#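 High-throughput fluorogenic screen: 1nM USP1/UAF1 complex, Ub-Rho substrate 150nM final, 50mM HEPES pH 7.8 with 0.5mM EDTA, 0.1 mg/ml BSA, 1mM TCEP and 0.01% Tween-20.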
# HP1b binding inh: blocks HP1-beta chromodomain binding to methylated histone tails | P83916 | AlphaScreen HP1-beta / biotin-H3K9me3 peptide binding | Potency, µM (series often up to 114 µM), inactives show top-dose activity change, negative = inhibition, actives largely listed as inhibitors | 0.56% of 390,000 active; note: potency is the fitted concentration of half-maximal effect; nearly all actives have a fitted effect of over 70% in size; inactives centre near 23
# Target sequence (P83916 whole entry, looked up): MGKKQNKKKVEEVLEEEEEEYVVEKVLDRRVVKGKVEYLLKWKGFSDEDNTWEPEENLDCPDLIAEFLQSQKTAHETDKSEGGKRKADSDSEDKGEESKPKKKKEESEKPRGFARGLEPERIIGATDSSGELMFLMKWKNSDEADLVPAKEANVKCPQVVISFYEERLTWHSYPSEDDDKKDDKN
#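 HP1-beta protein (50 nM final) preincubated 30 min at room temperature with biotinylated H3(1-18)K9me3 peptide (50 nM) in PBS pH 7.4, 0.01% Tween-20, then compound added for 30 min. AlphaScreen streptavidin donor/nickel chelate acceptor beads (10 ug/mL final), 30 min dark, luminescence read.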
# TrxR1 substrate: substrates of rat thioredoxin reductase 1 | O89049 | AID 588456 | 0.01% of 390,000 active | Potency, µM (series often up to 114 µM), without a hit: top-dose activity change, negative = substrate turnover | purified TrxR1 substrate turnover, NADPH consumption readout; note: potency is the fitted concentration of half-maximal effect; % is set by controls: 0 for no effect and ±100 for the full control effect; nearly all actives have a fitted effect of over 50% in size
#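 Rat TrxR1, dispensed at 90 nM, was prereduced with 400 uM NADPH (final) for 5 min at ~22 deg C, then incubated with compound 15 min before 400 uM selenite. A first-read NADPH fluorescence drop versus no-compound background flagged substrates.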
# Pin1 inhibitor: human Pin1 inhibition | Q13526 | Pin1 FP peptide displacement, HiFluor488, 10 min | Potency, µM (highest dose often 115 µM), for inactives: at the highest dose activity, negative = inhibition, actives largely listed as inhibitors | 0.009% of 390,000 active | AID 504891; active = well fitted inhibition curve with a large enough effect in the polarisation, with a control signal flat, not every such curve was filed as active; inconclusive = small, poorly fitted or top-dose-only effect, or effect the other way, or a change in a side signal; inactive = no such curve, though single readings can be large or run the other way; the % refers to the polarisation; note: potency is the fitted concentration of half-maximal effect; % is set by controls: 0 for no effect and ±100 for the full control effect
# Target sequence (Q13526 whole entry, looked up): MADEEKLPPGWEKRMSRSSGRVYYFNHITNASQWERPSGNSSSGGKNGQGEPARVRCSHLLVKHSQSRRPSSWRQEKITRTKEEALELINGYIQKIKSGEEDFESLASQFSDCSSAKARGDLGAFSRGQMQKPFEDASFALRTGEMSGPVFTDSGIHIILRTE
# An asterisk follows results filed as active; i = inactive; ? = inconclusive; / = no result given; [ ] = remark or other dose. Unless noted, calls come from the whole dose curve; as a rule, active = well fitted curve in the direction sought with a large enough effect; inconclusive = small, poorly fitted or top-dose-only effect, or another doubt; inactive = no such curve, though single readings can be large; an effect the other way counts as inactive or inconclusive.
cpd	mol	GLS inhibitor	PI4K2A block	Tb PGK inh	rTrxR1 inhibitor	mIDH1 inhibitor
1	Cc1ccc(NC(=O)COC(=O)COc2cccc3c2OC(C)(C)C3)cc1S(=O)(=O)N1CCOCC1	5%	-1	-6%	5%	6%
2	COc1ccccc1NC(=O)c1ccccc1-c1nc(-c2ccccc2OC)no1	0%	-3	i	23%	-1%
3	Cn1c(CCC(=O)O)nc2cc(S(=O)(=O)N3CCCCC3)ccc21	-15%	6	-6%	-5%	-6%
4	CCOc1ccc(CNC(=O)CSc2c3c(nc4ccc(Cl)cc24)CCCC3)cc1	-1%	-15	1%	13%	-6%
5	CCCC(C)C(=O)NCc1ccc2c(c1)OCO2 (centres undefined)	-2%	-1	0%	20%[57.1 µM]	2%
6	O=C1C=C(c2ccc(CO)cc2)C[C@@H](c2ccc3c(c2)OCO3)C1	-2%	-1	-1%	8%	-17%
7	O=C(CCNS(=O)(=O)c1ccc2c(c1)CCN2C(=O)C1CC1)Nc1ccc(F)cc1F	-9%	3	0%	12%[57.1 µM]	-14%
8	COc1ccc(C(=O)N2CCCC(c3nc(-c4ccc(OC)c(OC)c4)no3)C2)c(OC)c1 (centres undefined)	5%	-1	-3%	-7%	1%
9	CC1=C(C(=O)OCc2ccc3c(c2)OCO3)C(c2ccc(F)cc2)NC(=O)N1 (centres undefined)	3%	7	/	11%	7%
10	C[n+]1cccc(C(=O)[O-])c1	-5%	12	i	7%	-5%
11	COc1cccc(C(=O)COc2ccccc2-c2ccccc2)c1	-10%	2	-4%	10%[57.1 µM]	3%
12	COC(=O)c1ccc(NC(=S)Nc2ccccn2)cc1	15%	20	-11%	-17%	13%
13	COc1ccc(/C=N/Nc2nc(-c3cccnc3)nc3ccccc23)cc1OC	22%	6	-7%	-19%	-8%
14	O=C(CC(c1cccs1)N1Cc2ccccc2C1=O)Nc1ccc(F)c(Cl)c1 (centres undefined)	-1%	-3	5%	-5%	5%
15	COc1cc(N/N=C/c2ccc(N(C)C)cc2)ncn1	9%	-53*	-5%	51%[0.0914 µM]	1%

cpd	USP1 inh	HP1b binding inh	TrxR1 substrate	Pin1 inhibitor
1	-24%	5%	-7%	9%
2	0%	14%	-2%	1%
3	-21%	-26%	-3%	-1%
4	-9%	55%[activator]	1%	-2%
5	-15%	21%	11%[57.1 µM]	-1%
6	-20%	15%	-6%	-5%
7	-23%	29%[57 µM]	-3%[57.1 µM]	0%
8	-2%	7%	-11%	3%
9	-1%	-3%	-4%[57.1 µM]	?
10	-12%	41%[activator]	-3%	1%
11	-21%	230%[activator]	9%[57.1 µM]	2%
12	-4%	12%	-10%	-15%
13	-8%	44%[activator]	-5%	13%
14	-8%	41%[activator]	-6%	15%
15	-17%	23%	12%[57.1 µM]	-1%

# (listing goes on)
cpd	mol	GLS inhibitor	PI4K2A block	Tb PGK inh	rTrxR1 inhibitor	mIDH1 inhibitor
16	COC(=O)NNC(=O)COc1ccc(Br)c(C)c1	18%	4	2%	9%	-2%
17	O=C(NC(=S)NCCc1ccccc1)c1ccccc1	-6%	0	-10%	?	5%
18	Cc1ccc(-c2cc(C(=O)Nc3ccc(SC(F)F)cc3)no2)cc1F	15%	0	5%	-5%	-5%
19	Nn1c(SCc2ccc([N+](=O)[O-])cc2)nc2ccccc2c1=O	9%	-4	/	-5%	9%
20	Cc1cccc(NC(=O)CN2C(=O)S/C(=C\c3ccc(O)c([N+](=O)[O-])c3)C2=O)c1	0%	4	?	-6%	15%
21	Nc1ccccc1C(=O)N=Nc1[nH]c(N)c2ccccc12	0%	1	-12%	15%	7%
22	O=C1c2ccccc2S(=O)(=O)c2cc(N3CCN(c4ccccn4)CC3)ccc21	-1%	1	0%	18%[57.1 µM]	-6%
23	COc1ccccc1-c1c(NC(=O)C(C)C)n(C)c2ccccc2c1=O	4%	-1	5%	13%[57.1 µM]	0%
24	O=C(N/N=C/c1ccnc2ccccc12)c1ccccc1O	-3%	4	-13%	23%[57.1 µM]	5%
25	CCOC(=O)c1c(-c2ccccc2)csc1NC(=O)c1cccc(N2C(=O)CCC2=O)c1	-11%	-1	-12%	87%[activator][57.1 µM]	2%
26	COC(=O)c1cc(NC(=O)c2ccc3c(c2)NC(=O)c2ccccc2S3)cc(C(=O)OC)c1	-12%	-1	-3%	16%	-7%
27	Cc1ccc(C2=NN(CC(=O)NCc3ccccn3)C(=O)CC2)cc1	2%	2	-5%	-1%	-5%
28	CCOC(=O)C1CCN(C(=O)c2ccc(CNS(=O)(=O)c3ccc(C)cc3)cc2)CC1	1%	8	-3%	26%	-3%
29	COC(=O)c1cc(S(=O)(=O)NCCc2ccccc2)c[nH]1	1%	-6	-4%	9%	-1%
30	Clc1ccc(C=NN2CCCCCC2)cc1	0%	1	-7%	-18%	12%

cpd	USP1 inh	HP1b binding inh	TrxR1 substrate	Pin1 inhibitor
16	-17%	20%	6%	2%
17	-17%	16%	4%	-4%
18	-13%	7%	2%	13%
19	0%	19%	-12%	4%
20	-13%	-24%	-12%	?
21	-11%	31%	-9%	-6%
22	-5%	48%[activator]	4%	-2%
23	-9%	6%	14%[57.1 µM]	-6%
24	?	1%	14%[57.1 µM]	10%
25	-15%	22%	130%[activator][57.1 µM]	53%[activator]
26	-12%	8%	2%	23%
27	-16%	24%	-4%	-6%
28	-22%	39%	3%	-1%
29	-4%	28%	3%	2%
30	-6%	-33%	-3%[57.1 µM]	0%

# Five of the entries above in order of the Tb PGK inh value, ascending.
cpd	mol	GLS inhibitor	PI4K2A block	Tb PGK inh	rTrxR1 inhibitor	mIDH1 inhibitor
12	COC(=O)c1ccc(NC(=S)Nc2ccccn2)cc1	15%	20	-11%	-17%	13%
3	Cn1c(CCC(=O)O)nc2cc(S(=O)(=O)N3CCCCC3)ccc21	-15%	6	-6%	-5%	-6%
7	O=C(CCNS(=O)(=O)c1ccc2c(c1)CCN2C(=O)C1CC1)Nc1ccc(F)cc1F	-9%	3	0%	12%[57.1 µM]	-14%
4	CCOc1ccc(CNC(=O)CSc2c3c(nc4ccc(Cl)cc24)CCCC3)cc1	-1%	-15	1%	13%	-6%
23	COc1ccccc1-c1c(NC(=O)C(C)C)n(C)c2ccccc2c1=O	4%	-1	5%	13%[57.1 µM]	0%

cpd	USP1 inh	HP1b binding inh	TrxR1 substrate	Pin1 inhibitor
12	-4%	12%	-10%	-15%
3	-21%	-26%	-3%	-1%
7	-23%	29%[57 µM]	-3%[57.1 µM]	0%
4	-9%	55%[activator]	1%	-2%
23	-9%	6%	14%[57.1 µM]	-6%

# (next part)
cpd	mol	GLS inhibitor	PI4K2A block	Tb PGK inh	rTrxR1 inhibitor	mIDH1 inhibitor
31	CC(C)CC1c2[nH]c3ccccc3c2CCN1CCCn1cccn1 (centres undefined)	7%	-1	i	-4%[57.1 µM]	5%
32	COc1ccc([C@H]2/C=C\CN(S(=O)(=O)c3ccc(C)cc3)[C@@H](C)C(=O)N2Cc2ccc(F)cc2)cc1	1%	6	-3%	11%	13%
33	O=C(CCl)Oc1ccc2occ(C(=O)c3cccs3)c2c1	3%	-1	-5%	?	5%
34	CCc1ccc2c(CSc3nnnn3C)cc(=O)oc2c1	6%	2	7%	9%	-3%
35	Cc1nn(C2CCS(=O)(=O)C2)c(C)c1C=O (centres undefined)	?	0	17%	13%[57.1 µM]	-4%
36	O=C(NCc1ccco1)c1ccc(NS(=O)(=O)c2cccc(F)c2)cc1	-2%	-5	2%	9%	-17%
37	CC1=NN(C(N)=S)C(=O)C1N=Nc1cccc(C)c1 (centres undefined)	8%	12	i	-3%	-2%
38	O=C(O)CSc1nnc(CNc2ccccc2Cl)n1-c1ccccc1	-9%	-2	-6%	-12%	6%
39	COc1c(S(=O)(=O)NCCCn2ccnc2)ccc(Cl)c1Cl	-4%	-1	-2%	15%	-7%
40	CCOCCCNC(=O)C(c1ccccc1)N1Cc2ccccc2C1=O (centres undefined)	-7%	1	4%	1%	-3%
41	NC(=O)c1ccc(NC(=O)CCC(=O)N2CCN(S(=O)(=O)c3ccc(Cl)cc3)CC2)cc1	-6%	4	-4%	12%	0%
42	N#CC1=C2SCN(Cc3ccco3)CN2C(=O)CC1c1c(F)cccc1Cl (centres undefined)	-4%	-6	-13%	?	3%
43	CCn1nc(C)cc1C(=O)Sc1cccc(Br)c1	5%	27	-5%	7.9µM*	6%

cpd	USP1 inh	HP1b binding inh	TrxR1 substrate	Pin1 inhibitor
31	-16%	-2%	6%[57.1 µM]	-2%
32	-28%	49%[activator]	-1%	7%
33	-16%	36%	-10%	0%
34	-16%	38%	5%	-8%
35	-7%	-13%	4%[57.1 µM]	-1%
36	-10%	14%	-1%	-2%
37	-12%	20%	1%	-2%
38	-19%	41%[activator]	-2%	-8%
39	-26%	42%[activator]	0%	0%
40	-9%	35%	-8%	8%
41	-20%	43%[activator]	2%	0%
42	13µM*	?	-5%[57.1 µM]	-2%
43	-14%	120%[activator]	7%	-2%

# Not all compounds are listed (hit frequency here may not be typical).
